ERp5 inh: inhibitors of human ERp5. ERp5 insulin aggregation, absorbance 650 nm, 90 min. inhibition, % at 9.99 µM. hit rate 0.05% among 350,000. AID 651711;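 active = mean replicate inhibition above about 25%, with every replicate also reaching it, limit read from the data, passing the limit was not always enough; inconclusive = only one of those two criteria met; inactive = neither criterion met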
Target sequence (Q15084 whole entry, looked up): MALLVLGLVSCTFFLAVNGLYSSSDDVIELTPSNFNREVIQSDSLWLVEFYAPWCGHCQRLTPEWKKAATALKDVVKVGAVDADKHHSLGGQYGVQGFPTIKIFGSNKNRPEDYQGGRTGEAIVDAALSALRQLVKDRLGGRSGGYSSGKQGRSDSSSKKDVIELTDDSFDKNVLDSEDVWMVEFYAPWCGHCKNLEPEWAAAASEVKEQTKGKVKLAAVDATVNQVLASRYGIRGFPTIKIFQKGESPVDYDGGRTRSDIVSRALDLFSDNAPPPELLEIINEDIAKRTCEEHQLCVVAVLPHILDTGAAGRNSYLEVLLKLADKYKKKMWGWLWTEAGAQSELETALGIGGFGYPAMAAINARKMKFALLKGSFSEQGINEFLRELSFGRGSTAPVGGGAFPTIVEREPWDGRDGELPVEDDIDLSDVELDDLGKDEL
ERAP1 HTS inh: blocks human ERAP1 aminopeptidase activity | Q9NZ08 | recombinant ERAP1, Leu-AMC fluorescence, 60 min | inhibition, % at 10.7 µM | hit rate 0.15% among 340,000;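 active = mean replicate inhibition of at least 30%, or all replicates individually reaching that 30% level; inactive = mean below 30% and not every replicate reaching it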;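 note: 0% = neutral control wells and 100% = L-leucinethiol positive control wells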
DENV2 CPE rescue: inhibitors of DENV2 cytopathic effect; CPE inhibition, % at 9.99 µM; hit rate 1.7% among 350,000; AID 651640; DENV2-infected cells, cytopathic effect rescue, plate reader; in the data active = CPE inhibition above about 20%, passing the limit was not always enough; inconclusive = no clear call, values can overlap the other calls; tested in BHK-21 cells;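 note: 0% = median of neutral control wells and 100% = median of positive control wells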
SIRT5 inh: inhibitors of human sirtuin-5 desuccinylase; inhibition, % at 15 µM; Q9NXA8; Purified SirT5, succinyl-peptide AMC, trypsin-coupled fluorescence; hit rate 1.1% among 330,000; AID 652115; in the data active = inhibition above about 15%; inconclusive = no clear call, values can overlap the other calls
Target sequence (Q9NXA8 whole entry, looked up): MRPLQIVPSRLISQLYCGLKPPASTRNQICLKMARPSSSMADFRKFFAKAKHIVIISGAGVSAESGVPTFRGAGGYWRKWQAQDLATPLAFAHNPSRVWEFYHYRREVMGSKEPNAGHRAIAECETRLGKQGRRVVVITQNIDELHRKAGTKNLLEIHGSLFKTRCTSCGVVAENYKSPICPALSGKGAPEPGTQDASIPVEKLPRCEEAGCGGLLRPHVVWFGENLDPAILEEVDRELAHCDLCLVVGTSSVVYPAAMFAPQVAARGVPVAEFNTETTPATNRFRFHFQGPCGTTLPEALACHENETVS
CFTR F508del cor: CFTR F508del correction in bronchial cells. CFBE cells, YFP halide quenching; stimulated with forskolin plus potentiator P3; % fluorescence drop versus neutral controls. activity (quench increase), % at 7.58 µM. hit rate 0.36% among 350,000. AID 720511;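 active = mean added fluorescence quench of at least 8% versus neutral control, with both replicates also reaching 8%; inconclusive = only one of the mean or replicate conditions met; inactive = mean below 8% and not both replicates reaching 8%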;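 note: cells transiently co-express mutant CFTR-F508del with the halide-sensitive YFP; corrector assay measuring rescue of mutant channel to the surface after 24 h compound exposure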
CASP6 VEID inh: inhibitors of human caspase-6; inhibition, % at 12.5 µM; purified caspase-6, Z-VEID-R110 cleavage fluorescence; hit rate 0.53% among 350,000; P55212;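 active = mean inhibition across replicates at least about 35%, with every replicate also reaching that limit, limit read from the data; inconclusive = only one of the two criteria met; inactive = neither criterion met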;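 note: 0% = median of neutral control wells and 100% = no fluorescence left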
Target sequence (P55212 24-179 limits assumed): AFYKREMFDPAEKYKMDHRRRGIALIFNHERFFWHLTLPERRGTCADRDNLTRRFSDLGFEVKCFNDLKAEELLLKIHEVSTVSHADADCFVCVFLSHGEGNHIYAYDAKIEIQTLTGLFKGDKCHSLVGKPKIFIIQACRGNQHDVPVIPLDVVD
Target sequence (P55212 194-293 limits assumed): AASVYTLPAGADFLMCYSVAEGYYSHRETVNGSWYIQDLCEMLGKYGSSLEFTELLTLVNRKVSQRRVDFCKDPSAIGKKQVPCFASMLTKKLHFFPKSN
miR122 inh: miR-122 inhibition in Huh7 cells | activation (reporter increase), % at 12.5 µM | Huh7 miR-122 Renilla luciferase sensor, 48 h; neutral wells = 0, positive control = 100 | hit rate 0.3% among 340,000 | AID 602342;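 active = mean replicate activation score at least 90 and every replicate individually at or above 90; inconclusive = only one of the two criteria met; inactive = neither criterion met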;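 note: higher luciferase means less miR-122 activity so hits act as miR-122 inhibitors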
Active calls of the source: *; ? = inconclusive; . = no result given; & = joins results of further samples; [ ] = another dose, or the depositor's remark.

SMILES	ERp5 inh	ERAP1 HTS inh	DENV2 CPE rescue	SIRT5 inh	CFTR F508del cor	CASP6 VEID inh	miR122 inh
CC(C)NC(=O)N1[C@H](CO)[C@@H](c2ccc(C#CC3CCCCC3)cc2)[C@@H]1C#N	6	2	-7	1	4.6	-2	.
Nc1sc(Cc2ccccc2)cc1C(=O)NC1CCCCC1	1	.	2	-2	1.4	0	.
Cc1ccc(NC(=O)C2C3C=CC4(O3)C2C(=O)N(CCCN2CCCC2)C4C(=O)NC2CCCCC2)cc1Cl (stereo not given)	-1	-2	3	2	1.1	-2	-8
C[C@H]1CN([C@@H](C)CO)C(=O)Cc2cc(NC(=O)Cn3cnnn3)ccc2O[C@H]1CN(C)Cc1ccc2c(c1)OCO2	0	6	-1	-3	2.1	-1	-2[16.7 µM]
CCCN1C(=O)c2ccccc2NC1c1ccc(Cl)c(Cl)c1 (stereo not given)	-1	-4	15	-10	0.9	0	2
CS(=O)(=O)N1[C@@H]2c3ccc(C4=CCCC4)c(=O)n3C[C@@H]2[C@@H](CO)[C@@H]1C(=O)NCCc1ccncc1	-2	4	2	-2	.	0	.
O=C(CN1CC[C@@]2(O)CCCC[C@H]2[C@@H]1c1ccc(F)cc1)NCc1ccco1	3	.	1	-3	-0.8	0	.
O=C(CSc1nnc(NC2CC2)s1)NN1C(=O)NC2(CCCCC2)C1=O	-10	-4	11	-2	1.5	1	.
Cc1ccc(F)cc1NC(=O)CSc1ncccn1	9	-3	-7	-3	0.8	0	.
O=S(=O)(Nc1nc2ccccc2nc1Cl)c1ccc(F)cc1	0	.	.	0	-1.4	2	.
O=C(Cn1cnc2ccccc21)N/N=C/c1ccco1	3	0	1	0	-1.8	1	.
C[C@@H]1CN([C@H](C)CO)C(=O)Cc2cc(N(C)C)ccc2O[C@H]1CN(C)S(=O)(=O)c1ccc(Cl)cc1	1	3	0	-2	-3.2	-1	-4[16.7 µM]
C[C@@H]1CN([C@@H](C)CO)S(=O)(=O)c2ccc(C#Cc3ccccc3)cc2O[C@H]1CN(C)C(=O)C1CC1	0	3	-8	20*	0.6	1	5[16.7 µM]
O=C(c1ccccc1)N1C[C@H]2[C@@H](c3ccccc31)[C@@H](CO)N2Cc1cocn1	-3	0	?	2	-3.8	-1	25[16.7 µM]
O=C(Nc1ccc(F)cc1)Nc1cccnc1	-1	-8	-1	-3	1.9	-10	.
COc1ccc2oc(C(=O)OCC(=O)Nc3ccc(NC(C)=O)cc3)c(C)c2c1	12	1	19	-3	-6.5	-2	.
CCOC(=O)c1sc(NC(=O)CSc2nncn2C)nc1C	2	-1	9	-2	1.9	-3	-6
CC(C)(C)N(Cc1ccccc1)C(=O)COC(=O)C1CC(=O)N(Cc2ccccc2)C1 (stereo not given)	1	-1	12	0	0.8	3	-2
Cc1cc(C(=O)Nc2cccc3c2O[C@@H](CN(C)Cc2ccccc2)[C@@H](C)CN([C@H](C)CO)C3=O)n(C)n1	-5	2	18	-2	-1.3	-3	50[16.7 µM]
CCN(c1ccc(C)cc1C)S(=O)(=O)c1nnc(NC(=O)c2ccco2)s1	2	2	-4	3	-1.7	5	-9
Brc1ccc(-c2nnc3sc(CNC4CCCC4)cn23)cc1	-3	2	6	-6	-2.3	-4	2
O=C(Nc1ccc2c(c1)CCC2)c1cc(=O)[nH]c2ccccc12	3	.	-5	-2	-1.2	2	-1
CO[C@H]1CN(C)C(=O)c2ccc(NC(=O)Nc3cccc(F)c3)cc2OC[C@@H](C)N(C(C)=O)C[C@H]1C	0	-1	?	1	-0.1	2	.
COc1ccc(S(=O)(=O)N(C)C[C@@H]2Oc3ccc(NC(=O)Cc4ccccc4)cc3CC(=O)N([C@@H](C)CO)C[C@@H]2C)cc1	-4	-2	4	-1	0.1	0	-8[16.7 µM]
CO[C@@H]1CN(C)C(=O)c2ccc(NC(=O)C3CC3)cc2OC[C@@H](C)N(Cc2cccnc2)C[C@@H]1C	-1	1	-1	1	3.7	3	.
CC(=O)Nc1ccc(NC(C)=C(C#N)C#N)cc1	0	-4	.	-2	-3.9	-3	.
CCCCC[C@@H](C)N1C[C@H](COCc2ccccc2)Oc2cc(N3CCC[C@@H]3CO)ccc2S1(=O)=O	0	3	-10	27*	2.3	-1	.
Cc1ccc(C(=O)N2CCN(c3ccccc3)CC2)cc1S(=O)(=O)N1CCOCC1	2	-5	-8	-6	-1.1	1	2
O=C(Cc1ccccn1)N[C@H]1CC[C@H](CCNC(=O)c2cc(Cl)cc(Cl)c2)O[C@H]1CO	-9	0	6	-2	-5.0	3	-21[16.7 µM]
CCOC(=O)C(C(C)C)C(N)Cc1ccc(F)cc1 (stereo not given)	3	12	-3	0	2.7	22	.

Some of the entries so far, comma-delimited.
SMILES,ERp5 inh,ERAP1 HTS inh,DENV2 CPE rescue,SIRT5 inh,CFTR F508del cor,CASP6 VEID inh,miR122 inh
Cc1ccc(C(=O)N2CCN(c3ccccc3)CC2)cc1S(=O)(=O)N1CCOCC1,2,-5,-8,-6,-1.1,1,2
CCCCC[C@@H](C)N1C[C@H](COCc2ccccc2)Oc2cc(N3CCC[C@@H]3CO)ccc2S1(=O)=O,0,3,-10,27*,2.3,-1,.
CC(C)(C)N(Cc1ccccc1)C(=O)COC(=O)C1CC(=O)N(Cc2ccccc2)C1 (stereo not given),1,-1,12,0,0.8,3,-2
CO[C@@H]1CN(C)C(=O)c2ccc(NC(=O)C3CC3)cc2OC[C@@H](C)N(Cc2cccnc2)C[C@@H]1C,-1,1,-1,1,3.7,3,.

Following part
SMILES	ERp5 inh	ERAP1 HTS inh	DENV2 CPE rescue	SIRT5 inh	CFTR F508del cor	CASP6 VEID inh	miR122 inh
CC(C)C[C@H](NC(=O)c1nc[nH]c1C(=O)NCCCCCNC(=O)OC(C)(C)C)C(=O)OCc1ccccc1	-4	.	15	.	-2.0	1	.
Cc1nn(C)c(C)c1CN(C)C(=O)C1(C)CC1(Br)Br (stereo not given)	3	-1	-14	0	.	-5	.
COc1ccc(C(=O)NCC(=O)OCC(=O)N2CCCc3ccccc32)cc1	3	-1	2	1	.	3	.
C=CCN1C(=O)CSc2ccc(C(=O)NCc3ccc(F)cc3)cc21	0	-4	4	-1	-0.5	-2	0
CC(=O)N1c2ccc(S(=O)(=O)NCC3CCC(C(=O)N4CCC(C)CC4)CC3)cc2CC1C (stereo not given)	.	1	-1	0	0.2	1	8
COc1cccc(S(=O)(=O)Nc2ccc3c(c2)C(=O)N(C)C[C@H](OC)[C@H](C)CN(Cc2ccccc2F)[C@@H](C)CO3)c1	-6&-7	2	-7&9	-1	0.9&0.6	1&5	.
Cc1ccccc1NC(=O)Cc1nnc(SCC(=O)NC2CCCCC2)n1C	-4	0	-4	-2	-0.6	0	.
COc1ccc(OC(=O)COc2ccc(C)cc2)cc1	-2	-7	14	0	2.3	-2	0
Cc1noc(C)c1S(=O)(=O)N(C)C[C@H]1OCCCC[C@H](C)Oc2ccc(NC(=O)CCCN(C)C)cc2C(=O)N([C@@H](C)CO)C[C@@H]1C	-4	-1	-6	-9	-0.8	3	.
COc1ccc(CCNC(=S)NC(=O)c2cc(OC)c(OC)c(OC)c2)cc1OC	3	-2	-6	-4	0.5	2	.
CNS(=O)(=O)c1cccc(C(=O)OCC(=O)Nc2ccc3ccccc3c2)c1	2	-2	-7	-2	-0.6	0	3
O=C(N[C@@H]1CC[C@@H](CCNS(=O)(=O)c2ccc(Cl)cc2)O[C@H]1CO)c1cccc(F)c1	4	3	4	-2	0.1	0	.
O=C(c1ccccc1)c1ccsc1C(=O)c1ccccc1	-2	2	-4	1	2.9	-2	-9
COc1cc(CC(=O)Nc2cccc(SC)c2)cc(OC)c1OC	-3	6	-2	-5	0.6	-1	.
CO[C@@H]1CN(C)C(=O)c2cc(NS(=O)(=O)c3ccccc3)ccc2OC[C@H](C)N(Cc2ccccn2)C[C@@H]1C	0	3	-4	2	4.0	4	12[16.7 µM]
O=c1c2c(nc3n1CCCCC3)-c1ccccc1CC21CCCC1	3	0	-3	-4	-0.4	0	-5
COC(=O)C[C@@H]1C[C@@H]2c3cc(NC(=O)Nc4ccccc4)ccc3O[C@@H]2[C@H](CO)O1	-6	-6	-3	2	3.1	-3	3[16.7 µM]
CN1CCc2cccc3c2C1Cc1ccc(O)c(O)c1-3 (stereo not given)	4	0	-2	0	0.9	-2	-5
CCOc1ccccc1CN1CCNC(=O)C1CC(=O)NCc1ccccn1 (stereo not given)	3	2	5	-1	-2.2	-2	-8
Cc1nc(NC(=O)c2cccnc2Cl)sc1C	3	-2	-4	0	0.7	-2	.
Cc1cc(Cl)c2oc(C(=O)N(CCO)Cc3ccccc3)c(C)c2c1	2	0	-3	2	-1.5	-2	7
CN(Cc1ccc(F)cc1)C(=O)c1cccc(NS(=O)(=O)c2ccccc2)c1	6	1	-9	3	3.1	1	15
COc1ccc(CNC(=O)C2CCCN(Cc3nc(-c4cccc(C)c4)oc3C)C2)cc1 (stereo not given)	3	2	17	-7	.	-1	-8
Cc1cccc(NC(=O)CCc2nc3sc4c(c3c(=O)[nH]2)CCCC4)n1	0	-6	0	4	-0.5	5	-4
Cc1ccc(Cc2c(-c3cccc(Cl)c3)nc3ccc(C)cn23)cc1	1	.	-6	.	-1.8	-3	24
CCOC(=O)c1c(C)[nH]c(C(=O)OCc2ccc(C)cc2)c1C	-6	3	-3	-4	0.9	4	0
CCCNC(=O)N1C[C@@H](C)[C@@H](OC)CN(C)C(=O)c2ccc(NS(C)(=O)=O)cc2OC[C@H]1C	3	-1	-4	0	-4.3	-1	-3[16.7 µM]
Cc1ccc(NC2(c3nnnn3-c3c(C)cccc3C)CCCCC2)cc1	3	0	-1	-4	-1.0	0	.
CC(C)(C)c1ccc(-n2ncc3c2CCCC3NC(=O)c2csnn2)cc1 (stereo not given)	3	-1	-3	2	2.6	1	-2
CSc1ccccc1NC(=O)c1cc(-c2ccc3c(c2)OCO3)on1	1	2	?	-1	2.3	1	.
CCCCn1c(N)c(N(Cc2ccccc2OC)C(=O)c2ccc(N3CCCC3=O)cc2)c(=O)[nH]c1=O	5	-7	8	-1	3.3	-7	.
O=C(Nc1ccccc1)Nc1cccc(-c2cn3cccnc3n2)c1	7	-1	2	-2	0.2	1	11
CC(C)(C)c1ccc(S(=O)(=O)NNC(=O)c2cc3ccccc3[nH]2)cc1	0	2	2	-1	-3.4	6	6
CCc1nc2c(OCc3ccc(C#N)cc3)cccn2c1N(C)C(=O)c1cccs1	-4	10	1	-1	0.9	7	1
COc1cc(/C=N/NC(=O)c2c(-c3c(Cl)cccc3Cl)noc2C)ccc1OCC(N)=O	-1	3	4	-1	4.7	1	.
CC(C)CNC(=O)C1Nc2ccc(OC(F)(F)F)cc2C2C=CCC12 (stereo not given)	7	-3	8	.	-1.8	0	-5
COc1ccc(NC(=O)N(C)C[C@H]2Oc3ccc(NC(=O)Cn4cnnn4)cc3C(=O)N([C@H](C)CO)C[C@H]2C)cc1	-3	-1	1	5	4.2	6	-2[16.7 µM]
CNC(=O)C[C@H]1CC[C@@H]2[C@H](COc3ccc(NC(=O)c4cccc(OC)c4)cc3C(=O)N2C)O1	3	0	?	2	1.6	0	-83[16.7 µM]
CN1CCN(C(=S)c2ccc(-c3cccc([N+](=O)[O-])c3)o2)CC1	5	-2	17	-3	2.7	-6	.
CC1CCCCN1C(=O)CNCC1CCCO1 (stereo not given)	-4	2	-6	-2	0.5	-4	.
O=c1nc(-c2ccccc2)n(-c2ccc(Cl)cc2)[nH]1	3	8	-4	2	.	3	50
CCCNC(=O)N1C[C@@H](O)COC[C@@H]2O[C@H](CC(=O)NCCCN3CCOCC3)CC[C@H]21	-5	0	2	4	1.0	-1	2[16.7 µM]
O=C1CN(C(=O)COC(=O)CNC(=O)c2ccccc2)c2ccccc2N1	10	-2	?	5	0.8	-1	3
CC/C(=C(\c1ccc(O)cc1)c1ccc(OCCN(C)C)cc1)c1ccccc1	-2	0	-3	-3	6.8	16	-5
CCCNC(=O)Nc1ccc2c(c1)OC[C@@H](C)NC[C@H](C)[C@H](OC)CN(C)C2=O	-6	-1	4	1	.	2	1[16.7 µM]
